TEAD-YAP block = TEAD-YAP interaction inhibition; HEK-TIYL cells, TEAD-Gal4/YAP UAS-luciferase luminescence; inhibition, % at 9.12 µM; 640,000 tested, 1.4% active; AID 1259422; in the data active means inhibition above about 32%;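 further: 0% = median of test compound wells and 100% = reference inhibitor wells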
GPR151 activ = activates the human receptor GPR151; Q8TDV0; PathHunter beta-arrestin GPR151 cells, luminescence; activation, % at 11.2 µM; 650,000 tested, 1% active; AID 1508602; in the data active means activation above about 4.9%;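 further: 0% = median of compound wells and 100% = cells with positive control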
MITF primary = blocks human microphthalmia-associated transcription factor. O75030. inhibition, % at 2.6 µM. 650,000 tested, 0.91% active. AlphaScreen MITF homodimerization, bead proximity signal; in the data active means inhibition above about 50%;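 further: 0% = vehicle wells with protein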
FBW7 activator = human FBW7 E3 ligase activation, primary screen. Q969H0. AlphaScreen FBW7–phospho-cyclin E peptide binding, activator screen. normalized activity (activation), % at 26.1 µM. 650,000 tested, 0.13% active. AID 1259310; in the data active means normalized activity above about 1.9%;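 further: purified mutant Fbw7 with reduced substrate affinity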
Target sequence (Q969H0 whole entry, looked up): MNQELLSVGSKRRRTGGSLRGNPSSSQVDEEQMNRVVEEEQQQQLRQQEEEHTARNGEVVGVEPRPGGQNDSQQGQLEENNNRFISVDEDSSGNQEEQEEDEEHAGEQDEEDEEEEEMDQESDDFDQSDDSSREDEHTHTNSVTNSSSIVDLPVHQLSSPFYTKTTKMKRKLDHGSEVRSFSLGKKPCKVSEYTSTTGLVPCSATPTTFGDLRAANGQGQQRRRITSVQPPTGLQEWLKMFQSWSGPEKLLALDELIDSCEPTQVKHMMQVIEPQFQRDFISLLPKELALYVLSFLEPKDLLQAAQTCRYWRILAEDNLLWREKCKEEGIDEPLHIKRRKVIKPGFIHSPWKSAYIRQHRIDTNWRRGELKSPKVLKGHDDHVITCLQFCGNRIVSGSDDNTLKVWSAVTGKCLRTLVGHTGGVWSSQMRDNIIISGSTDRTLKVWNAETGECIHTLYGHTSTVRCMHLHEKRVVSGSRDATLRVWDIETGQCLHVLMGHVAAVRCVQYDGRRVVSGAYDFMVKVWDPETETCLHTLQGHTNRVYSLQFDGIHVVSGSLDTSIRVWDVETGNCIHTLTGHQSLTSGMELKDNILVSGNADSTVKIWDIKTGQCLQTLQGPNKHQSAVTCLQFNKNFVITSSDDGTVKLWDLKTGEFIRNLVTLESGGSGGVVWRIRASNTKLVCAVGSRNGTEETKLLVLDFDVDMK
Starred values were filed as active, the others as inactive.

SMILES	TEAD-YAP block	GPR151 activ	MITF primary	FBW7 activator
COc1ccc(OC(C)C(=O)N2CCN(Cc3ccc4c(c3)OCO4)CC2)cc1 (configuration not stated)	13	-0.5	5	0.0
O=C(COc1ccccc1)Nc1nc2c(Cl)cccc2s1	-1	-0.1	14	0.3
CSc1nc(N)nc(SCC(=O)c2ccc(F)cc2)c1C#N	-7	-0.5	2	0.3
CC(=O)c1ccc(Nc2c(-c3ccc(C(C)C)cc3)c(=O)c2=O)cc1	1	2.9	-3	0.1
CCSc1nc2c(c(C3CC=CCC3)c1C#N)CCC2 (configuration not stated)	4	-0.2	-6	0.1
Cc1ccc(C(=O)CSc2ccc(-c3cccnc3)nn2)cc1	-2	-0.9	2	0.1
O=C(CCNc1c(N2CCCC2)c(=O)c1=O)NCCc1ccc(Cl)cc1	-1	-0.3	2	0.0
CCSCCOC(=O)C1=C(C)NC2=C(C(=O)CC(c3ccccc3)C2)C1c1ccc(N(C)C)cc1 (configuration not stated)	16	-0.6	22	-0.1
C=CCc1cccc2cc(C(=O)NNC(=O)c3ccc(OC)cc3)c(=O)oc12	6	-0.7	-12	0.1
O=C(Cn1cnc2scc(-c3ccccc3)c2c1=O)Nc1cccc(C(F)(F)F)c1	1	-1.0	-9	-0.2
CCCN1C(=O)c2ccccc2NC1c1ccc(OC)cc1OC (configuration not stated)	0	-0.2	4	0.1
CCCc1[nH]n(-c2ccc(F)cc2)c(=O)c1C=NCCO	-3	3.2	6	-0.2
Cc1cc(NCCCN2CCCC2=O)nc(-c2ccc(C(=O)N3CCN(C)CC3)cc2)n1	-4	-2.2	24	0.1
O=C1c2ccccc2C(=O)N1Cc1nc2ccccc2c(=O)o1	12	-0.2	2	0.0
Cc1ccc(C2CC(c3ccc(Br)cc3)=NN2C(=O)CCC(=O)O)cc1 (configuration not stated)	6	0.2	2	-0.1
Cc1nc2cc(CO)ccc2n1-c1ccccc1	5	1.5	-7	0.0
O=C(CN1CCCc2ccccc21)Nc1ccc(Br)cc1	-3	12*	4	-0.2
CCCCN1C(=O)S/C(=C/c2ccc(OC)cc2)C1=O	-41	0.2	-11	0.0
Cc1ccc(CN2CCC3(CC2)CC3C(=O)NCc2ccncc2)cc1 (configuration not stated)	-5	-1.0	1	-0.1
C=CCc1ccccc1OCCOc1ccc(/C=C2/C(=N)N3N=C(CC)SC3=NC2=O)cc1OCC	7	-1.1	10	0.2
CCCc1c(O)nc(SCCC(=O)O)[nH]c1=O	-16	1.3	-4	-0.1
O=C(CN1CCN(C2CCCCC2)CC1)Nc1ccc(-n2cnnn2)cc1	-9	-0.2	-14	-0.1
CCOc1ccccc1NC(=O)C(=O)NC(C)C	12	1.3	-13	0.1
COc1ccc(S(=O)(=O)Nc2c(O)c3ccccc3oc2=O)cc1OC	7	-0.3	19	-0.2
O=c1[nH]cc(S(=O)(=O)Nc2ccc(OC(F)(F)F)cc2)c(=O)[nH]1	7	-0.5	6	0.2
CCOC(=O)c1sc(NC(=O)Cn2nc(C(F)(F)F)c(Br)c2C)c(C(=O)OCC)c1C	7	-0.8	-2	0.0
CC(=O)Nc1cccc(N2C(=O)CCC2=O)c1	8	-0.4	21	0.6
CN(Cc1nc(-c2ccccc2)no1)C(=O)CC1C(=O)NCCN1CC(C)(C)C (configuration not stated)	2	-0.2	-11	-0.2
COc1ccc(NC(=O)c2sc3ncnc(N(C)c4ccccc4)c3c2C)c(OC)c1	12	1.6	9	0.4
Cc1cccc(C(=O)NC(=S)Nc2ccc(NC(=O)c3ccco3)cc2)c1	-2	0.3	-3	-0.1
CCCCCNC(=O)COc1ccccc1C#N	-25	-0.8	-3	-0.1
CCC(C)(C)NS(=O)(=O)c1ccccc1OC	5	1.5	4	0.1
COc1ccc(NSc2ccccc2[N+](=O)[O-])cc1	20	-0.1	13	0.1
CCN(CC)C(=O)Cc1cc(C(=O)O)c2ccccc2n1	5	1.4	19	0.9
COc1ccccc1/C=N/NC(=O)c1cc(-c2ccco2)[nH]n1	-5	-0.5	-3	-0.1
CCOC(=O)CNC(=S)N(CCCN1CCN(C)CC1)Cc1cccs1	-5	0.2	-1	0.5
O=C(NCc1cccc(C(F)(F)F)c1)c1cnc(N2CCN(Cc3ccc4c(c3)OCO4)CC2)s1	6	3.9	2	-0.1
CC(=O)Nc1ccc(NC(=O)c2ccnc(-c3cccc(C(C)=O)c3)c2)cc1	7	1.1	-8	0.1
COc1ccc(CCN2CCCn3c2nc2c3c(=O)[nH]c(=O)n2C)cc1OC	16	-0.1	-12	0.0
O=[N+]([O-])c1cccc(-c2nnc3cccc(Cl)n23)c1	-6	1.6	17	0.3
CCN(CC)S(=O)(=O)c1nnc(NC(=O)Cc2ccccc2)s1	3	0.9	21	0.2
CCCCOc1ccc(-c2ncc(C#N)c(Cl)n2)cc1	0	-1.5	9	0.4
CCOc1ccc2nc(SC3CC(=O)N(c4ccc(N5CCCCC5)cc4)C3=O)sc2c1 (configuration not stated)	-9	-0.3	15	-0.2
CCCCCC(=O)N/N=C(/C)c1ccc(Cl)cc1	-13	-1.0	20	0.2
CC1CCN(Cc2nnnn2CCCC(=O)NCCCc2cccnc2)CC1	7	-0.8	2	0.1
Cc1cc(C)n2c(SCC(C)(C)NS(=O)(=O)c3ccccc3)nnc2n1	15	-0.1	6	0.2
CCN1C(=O)c2cccc3c(N)ccc1c23	-10	0.5	8	-0.5
Cc1ccccc1NC(=O)c1ccc(N2CCCCS2(=O)=O)cc1	-39	-2.1	21	0.8
COc1cc(NC(=O)Cn2cnc3sc(C)c(S(=O)(=O)N4CCCCC4)c3c2=O)cc(OC)c1OC	-5	-1.2	2	0.1
C=CCn1c(SCC(=O)c2ccc(Cl)cc2)nnc1-c1cccnc1	-9	-0.2	0	-0.2
COc1ccc(CNc2oc(COc3cccc(C)c3)nc2C#N)cc1	-22	-0.6	15	0.0
O=C1N[C@@H](COCc2ccccc2)C(=O)N2CCN(C(=O)c3cc(F)cc(F)c3)C[C@H]12	3	2.4	-6	0.1
O=C1/C(=C/c2cccnc2)c2ccccc2N1c1ccccc1	-2	0.1	3	-0.1
Ic1cccc(-c2nc(-c3cccnc3)no2)c1	-19	-1.2	5	0.0
CCCCc1ccc(-c2nc3ccccc3c(=O)n2NCc2c(F)cccc2Cl)cc1	-3	1.3	-6	-0.1
Cc1sc2nc3n(sc4nc5sc(C)c(C)c5c(=O)n43)c(=O)c2c1C	6	-1.1	7	0.0
C(=N/N1CCN(C(c2ccccc2)c2ccccc2)CC1)/c1ccccn1	3	-1.2	32	0.0
COc1ccc(CNC2CCN(Cc3ccccc3)CC2)cc1	-1	0.3	6	0.7
N/C(Cc1cccc2ccccc12)=N\OC(=O)c1ccc(Br)o1	0	1.3	11	0.0
CCCc1[nH]nc2c1C(c1ccc(OC)cc1CSc1ccccn1)C(C#N)=C(N)O2 (configuration not stated)	3	-0.2	-13	-0.1

Entries from the list above with a nitro group on carbon (2):
SMILES	TEAD-YAP block	GPR151 activ	MITF primary	FBW7 activator
COc1ccc(NSc2ccccc2[N+](=O)[O-])cc1	20	-0.1	13	0.1
O=[N+]([O-])c1cccc(-c2nnc3cccc(Cl)n23)c1	-6	1.6	17	0.3

The list goes on.
SMILES	TEAD-YAP block	GPR151 activ	MITF primary	FBW7 activator
COc1cncc(-c2cnc3ccc(NCc4cc(OC)c(OC)c(OC)c4)nn23)c1	-19	-0.3	-3	-0.3
OC[C@@H]1CCCN1c1ccnc2c(-c3ccc4c(c3)OCO4)cnn12	55*	-2.9	-1	-0.5
COc1ccc(C(=O)COC(=O)c2ccc(N3C(=O)C4C5CCC(C5)C4C3=O)cc2)cc1 (configuration not stated)	-2	0.5	1	-0.1
CC(C)CCC(=O)NCC1Cc2cc(Cl)cc(-c3ccncc3)c2O1 (configuration not stated)	7	0.4	8	0.7
COc1cc(NC(=O)c2c(OC)cccc2OC)cc(OC)c1OC	1	0.5	2	-0.2
CC1CCN(C(=O)c2cnn3ccccc23)CC1	-20	-1.6	6	-0.1
C=CCOc1ccc(/C=C2\C(=O)N(c3ccc(Cl)c(C(=O)O)c3)N=C2C)cc1OC	3	-1.2	16	-0.1
COc1ccc2nc(SCC(=O)Nc3cc(C)ccc3C)[nH]c2c1	-4	0.2	7	-0.1
O=C(Nc1ccc2c(c1)OCO2)c1cnc(Nc2ccc(-n3ccnc3)cc2)s1	-14	0.4	1	0.1
Cc1sc2ncn(CC(=O)NCCCC(=O)N3CCN(c4ccccc4F)CC3)c(=O)c2c1C	13	1.3	-29	0.0
O=C1Nc2cc(C(=O)N3CCN(c4cccc(C(F)(F)F)c4)CC3)ccc2Sc2ccccc21	-3	5.1*	1	-0.1
COCCn1c(=NC(=O)c2nc3ccccc3s2)sc2cc(S(C)(=O)=O)ccc21	-4	0.5	15	0.2
c1ccc(Cc2nnc3sc(-c4ccncc4)nn23)cc1	0	-0.7	-6	-0.2
OCCC(CO)n1cnc2c(=S)nc[nH]c21 (configuration not stated)	1	0.4	-5	0.0
CCOCN(C(=O)Cn1c(COc2ccc(OC)cc2)nc2ccccc21)c1c(C)cccc1CC	-2	0.5	5	0.0
C=CCN1CN(CC=C)CN(CC=C)C1	-1	0.8	-1	0.4
COc1ccc(C2=NN(S(=O)(=O)c3ccc(C)cc3)C(c3ccccc3)C2)cc1OC (configuration not stated)	-6	-1.2	5	0.0
S=C(NCc1ccco1)NNC(=S)NC1CCCCC1	-25	1.8	3	-0.3
CC(C)n1c(=O)c(=O)n(C)c2cc(C(F)(F)F)ccc21	-4	1.0	6	-0.1
CCOc1cc(C2C(C#N)=C(N)Oc3n[nH]c(C)c32)ccc1OCc1ccc(C(=O)OC)o1 (configuration not stated)	4	2.0	3	-0.2
O=C(NCCN1CCCC1)c1ccc(-c2ccccc2)s1	-8	0.0	2	0.1
OCCNCCCCOc1c(Cl)cccc1Cl	2	0.8	25	-0.1
COC(=O)C1=CN(C(C)C)C=C(C(=O)OC)C1c1ccc(Cl)cc1	-14	0.4	-5	0.7
CCN(CC)c1ccc(/C=N/NC(=O)c2c(C)nnn2-c2nonc2N)c(O)c1	8	0.7	11	-0.1
Cc1cccc(Nc2nc3nonc3nc2N/N=C\c2cccs2)c1C	79*	2.7	6	-1.6
CCOC(=O)CC(=O)N1CCc2nc(-c3ccccn3)nc(N3CCOCC3)c2C1	-7	-0.1	6	-0.4
CC(C(=O)Oc1ccc(C(C)(C)C)cc1)N1C(=O)c2ccccc2C1=O (configuration not stated)	-5	1.7	-11	0.1
Cc1ccccc1Oc1nc2c(C)cccn2c(=O)c1/C=C(\C#N)C(=O)NCC1CCCO1 (configuration not stated)	33*	-1.4	2	0.0
c1ccc2cc(OCCCCN3CCOCC3)ccc2c1	-47	0.4	21	-0.1
O=C(Nc1ccc(C(=O)OC2CCCCC2)cc1)c1ccncc1	4	1.5	15	-0.4
CN1CCN(NC(=O)CCN2C(=O)C3CC=CCC3C2=O)CC1 (configuration not stated)	6	-1.0	2	-0.1
CC1CCc2c(sc3ncnc(NCCC(=O)O)c23)C1 (configuration not stated)	-13	0.1	-8	-0.2
N#Cc1c(-c2cccs2)cc2nc3ccccc3n2c1N	4	-0.3	2	0.1
CCc1c(C)sc2ncn3c(=O)n(CC(N)=O)nc3c12	2	-0.7	3	0.0
CCOC(=O)c1c(NC(=O)CSc2nnc(CNC(=O)c3cccc(F)c3)n2-c2ccc(OCC)cc2)sc2c1CCCC2	16	0.6	15	0.0
CCOc1ccc(-c2cccc(NC(=O)c3c(F)cccc3F)c2)nn1	-10	0.4	7	0.2
COc1ccc(OC)c(NC2=NC(C)(C)Cc3cc(OC)c(OC)cc32)c1	3	0.5	6	0.0
CCOc1ccc(OCCCCN2CCN(C)CC2)cc1	-7	1.8	86*	-0.1
O=C(O)c1ccccc1NC(=S)NC(=O)c1ccccc1[N+](=O)[O-]	-5	0.7	3	0.0
CC(=O)c1ccccc1OC(=O)c1cccc([N+](=O)[O-])c1	1	-0.2	-8	-0.3
COc1ccccc1CC(=O)Nc1ccc(F)cc1	0	-0.1	-2	0.1
C=CCc1nc(C)c(CC(=C)C)c(=O)[nH]1	2	0.5	-1	-0.1
CN1CCN(CC(=O)c2ccccc2F)CC1	4	0.2	78*	-0.1
O=c1oc2cc(Br)c(O)c(Br)c2s1	-4	0.3	59*	-0.5
CC(=O)Nc1ccc(OC(=O)c2ccc([N+](=O)[O-])cc2)cc1	16	1.6	4	0.1
COc1ccc(NC(=O)COc2ccc(Cl)cc2Br)c(OC)c1	-7	1.5	8	-0.2

Filtered by structure, the compounds so far with a cyano group.
SMILES	TEAD-YAP block	GPR151 activ	MITF primary	FBW7 activator
CSc1nc(N)nc(SCC(=O)c2ccc(F)cc2)c1C#N	-7	-0.5	2	0.3
CCSc1nc2c(c(C3CC=CCC3)c1C#N)CCC2 (configuration not stated)	4	-0.2	-6	0.1
CCCCCNC(=O)COc1ccccc1C#N	-25	-0.8	-3	-0.1
CCCCOc1ccc(-c2ncc(C#N)c(Cl)n2)cc1	0	-1.5	9	0.4
COc1ccc(CNc2oc(COc3cccc(C)c3)nc2C#N)cc1	-22	-0.6	15	0.0
CCCc1[nH]nc2c1C(c1ccc(OC)cc1CSc1ccccn1)C(C#N)=C(N)O2 (configuration not stated)	3	-0.2	-13	-0.1
CCOc1cc(C2C(C#N)=C(N)Oc3n[nH]c(C)c32)ccc1OCc1ccc(C(=O)OC)o1 (configuration not stated)	4	2.0	3	-0.2
Cc1ccccc1Oc1nc2c(C)cccn2c(=O)c1/C=C(\C#N)C(=O)NCC1CCCO1 (configuration not stated)	33*	-1.4	2	0.0
N#Cc1c(-c2cccs2)cc2nc3ccccc3n2c1N	4	-0.3	2	0.1
